# Bioassay records deposited in PubChem by several laboratories.
# HSF1 activator = HSF-1 activators, primary screen, NIH3T3-HGL cells, MG132 stress, luminescence, single point; AID 504408, 2011; NIH3T3-HGL HSF-1 luciferase reporter, 8 h; 100% = twice DMSO control signal; activation, % at 9 µM; 300,000 compounds, 1.7% hits;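 active = mean replicate activation of at least 50% with a set share of replicates each reaching 50%; inconclusive = only one of those two conditions met; inactive = mean below 50% and too few replicates reaching it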;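 note: 0% = median of the neutral control wells and 100% = twice that signal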
# SKKanGAS inh = S. pyogenes SKKanGAS growth inhibitors in kanamycin, primary screen, streptokinase expression inhibitor project, SKKanGAS strain, BacTiter-Glo luminescence; AID 1662, 2009; 300,000 compounds, 1.3% hits; 6 h; inhibition, % at 7.5 µM;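 active = mean replicate score, as percent of positive control median, at least 50; inconclusive = mean below 50 but one replicate at or above 50; inactive = mean and every replicate below 50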;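 note: strain carries kanamycin resistance gene driven by streptokinase promoter and grows in 40 µg/ml kanamycin; loss of luminescence reflects streptokinase promoter inhibition or plain growth inhibition; 0% = median of DMSO wells and 100% = positive control at its reference dose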
# aSyn UTR inh = MLPCN primary screen, SNCA 5' untranslated region | inhibition, % (tested at 7.5 µM) | 300,000 compounds, 0.82% hits | alpha-synuclein 5'UTR reporter, inhibitor activity; in the data active = inhibition above about 60%; inconclusive = no clear call, values can overlap the other calls;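 note: H4 neuroglioblastoma cells stably carrying SNCA 5'UTR luciferase fusion; 0% = DMSO wells and 100% = positive control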
# HIF activator = HIF pathway transcriptional activators, primary screen, cell-based, U2OS HRE-luciferase, luminescence | U2OS HRE-luciferase reporter; normalized: DMSO 0%, desferrioxamine 100% | activation, % at 7.5 µM (by protocol) | 300,000 compounds, 0.32% hits;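 active = mean activation of at least 10% of the iron chelator positive control signal, with at least half of replicates also reaching 10%; inconclusive = mean and replicate majority disagree about reaching 10%; inactive = mean and most replicates under 10%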
# HSF1 inhib = HSF1 inhibitors in luciferase reporter cells, primary screen, cell-based, NIH3T3, luminescence; NIH3T3-HGL HSE-luciferase, MG132-induced, luminescence 8 h; stronger effect = lower value; activity change, negative = inhibition, % at 7.5 µM (by protocol); 300,000 compounds, 0.77% hits; AID 2098, 2009;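 active = more than half of replicate wells show activity change below -50%, luminescence cut by over half; inconclusive = some wells, but at most half, below -50%; inactive = no replicate well below -50%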;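 note: luciferase reports HSF-1 transcriptional activity via heat shock element; 0% = median of DMSO wells and -100% = zero luminescence signal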
# Platelet DG rel = inhibitors of platelet dense granule secretion, primary screen, cell-based, MLPCN, human platelets. human platelet-rich plasma, SFLLRN dense granule ATP release, luminescence. inhibition, %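 (compounds screened at 7.5 µM in platelet-rich plasma)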. 300,000 compounds, 0.22% hits. AID 1663, 2009;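 active = mean replicate score, as percent of positive control, at or above 50; inconclusive = mean below 50 but at least one replicate at or above 50; inactive = mean and every replicate below 50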
# KLF5 inhibitor = KLF5 expression inhibitors, primary screen, DLD-1 cells, luminescence; DLD-1 KLF5 promoter-luciferase reporter; inhibition, % at 5 µM; 290,000 compounds, 0.23% hits; AID 1700, 2009;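 active = inhibition above a per-plate limit of that plate's mean compound inhibition plus 3 SD, cut at about 60% in these data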;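 note: 0% = DMSO wells and 100% = LY294002 at 200 µM; higher means less KLF5 promoter-driven luciferase light; inactives centre near -14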
# IEC-6 tox = cytotoxicity in IEC-6 intestinal epithelial cells, primary screen, cytotoxicity control for KLF5 inhibitor project, cell-based, luminescence; inhibition, % at 5 µM; 290,000 compounds, 0.78% hits; IEC-6 cytotoxicity, luminescence viability; in the data active = inhibition above about 22%;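 note: 0% = plate median of test compound wells and 100% = cytotoxic reference compound wells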
# AI-2 QS mod = Vibrio harveyi AI-2 quorum sensing modulators, primary screen, JMH597 strain, luminescence/OD600 ratio. Vibrio harveyi JMH597 AI-2 luminescence/OD600 ratio, 9 h; stronger effect = lower value; strain lacks LuxN and CqsS sensors; 0 = neutral-control median. activity change, % at 7.5 µM. 300,000 compounds, 0.4% hits; in the data active = activity change below about -75%, passing the limit was not always enough; inconclusive = no clear call, values can overlap the other calls;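 note: luminescence divided by OD600 gain over 9 h not by final OD600 alone; inactives centre near 13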
# HSP90 inh = HSP90 inhibitors, primary screen, cell lysate, luminescence; Rabbit reticulocyte lysate, luciferase refolding luminescence, 3 h; 290,000 compounds, 0.91% hits; Heat shock protein HSP 90 (rabbit reticulocyte lysate; luciferase refolding); inhibition, % at 5.6 µM;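 active = inhibition above the screen-wide mean plus 3 SD, computed separately per campaign, cut at about 16% in these data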;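 note: 0% = DMSO wells and 100% = 60 µM geldanamycin wells; inhibitors lower the luminescence because luciferase stays unfolded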
# Numbers without * were called inactive; u = inconclusive; x = no result given.
SMILES,HSF1 activator,SKKanGAS inh,aSyn UTR inh,HIF activator,HSF1 inhib,Platelet DG rel,KLF5 inhibitor,IEC-6 tox,AI-2 QS mod,HSP90 inh
COc1ccccc1C(=O)Nc1cccc(NC(C)=O)c1,-23.2,-3.7,-1.7,0.1,-3.3,2.0,-21.0,6.0,21.2,1.5
CC(C)OC(=O)Cn1nnc2c(cnn2-c2ccccc2)c1=O,15.7,-0.3,-97.6,1.6,20.2,9.0,-15.4,0.7,6.4,-0.2
CN=C(NC1CCCCC1)c1ccc([N+](=O)[O-])cc1,-2.2,2.7,0.4,1.4,-0.1,-3.8,-17.6,-1.8,2.5,-0.9
O=[N+]([O-])c1ccc2nonc2c1Nc1cccc(F)c1,-15.8,0.5,13.5,-1.7,-12.6,-3.2,-25.0,0.0,-1.4,-2.8
OC12CCCCC1C(c1ccc3c(c1)OCO3)N(Cc1ccc(F)cc1)CC2 (centres undefined),54.3*,-1.4,3.1,-0.4,22.6,5.7,-31.4,-0.6,0.1,1.4
CCOC(=O)c1ccc(N2C(=O)CC(N(C)Cc3ccccc3)C2=O)cc1 (centres undefined),-18.7,-2.9,6.1,0.3,-3.0,-6.6,-30.6,-6.0,6.5,2.9
Cc1c(C(=O)Nc2ccccc2C(=O)N2CCOCC2)cccc1[N+](=O)[O-],-6.8,-1.2,12.8,0.0,-0.3,16.3,-0.9,-2.7,15.4,-2.9
Clc1ccc(CSc2nnc(Cn3cnc4ccccc43)o2)cc1,20.6,-23.3,13.2,-1.0,-5.7,-1.6,-4.3,0.0,13.9,1.7
CN(C)S(=O)(=O)c1ccc(NC(=O)c2cc3ccccc3o2)cc1,25.4,-0.8,-110.3,1.8,12.0,-6.0,-37.3,-1.7,-70.7,-0.8
CCN1C(=O)c2ccccc2S(=O)(=O)c2ccc(C(=O)NCc3cccnc3)cc21,7.2,-0.2,5.9,-0.3,-2.0,-26.4,-33.2,0.1,12.6,-0.3
CC(NS(=O)(=O)c1ccc(Br)cc1)C(=O)NCCc1ccccc1 (centres undefined),2.3,1.1,0.0,0.1,5.8,6.5,-25.8,5.1,10.0,3.5
O=C(COC(=O)Cc1ccsc1)Nc1ccccc1,8.4,0.0,-12.4,-0.2,3.8,-0.7,-14.7,1.3,2.8,-1.2
CCCC/C(C)=N/NC(=O)c1cn(-c2ccccc2)nc1-c1ccccc1,2.4,6.9,-1.9,1.1,-2.2,-2.7,7.2,1.0,10.3,-0.8
Cc1ccccc1OC1CCN(C(=O)c2cc(COc3ccccc3)on2)CC1,7.6,3.1,-10.7,0.3,10.3,-5.9,-17.5,1.2,23.9,0.2
COC1CCCN(C(=O)c2ccc(OC3CCN(CCc4ccccc4)CC3)cc2)C1 (centres undefined),-77.5,-1.5,-4.5,0.1,-74.5*,6.9,0.1,-2.9,42.0,-1.9
CC(C)OC(=O)CSc1nnc(COc2ccc([N+](=O)[O-])cc2)n1C,9.3,0.4,19.8,0.6,0.7,15.1,-6.6,13.7,13.4,3.7
CCOC(=O)C1=C(CC)Nc2ccccc2N=C1NC(=O)Nc1ccc(Cl)c(Cl)c1,8.5,93.2*,6.7,0.4,14.1,0.1,-51.4,1.1,-32.0,0.1
Cn1nc(C(=O)NCCc2ccc(S(N)(=O)=O)cc2)c2c1-c1ccccc1S(=O)(=O)C2,-6.0,-2.6,18.7,-0.4,-1.6,9.8,-0.4,-2.8,27.7,-3.4
CS(=O)(=O)N1CCN(c2ccc(Cl)cc2[N+](=O)[O-])CC1,0.0,-2.3,-10.0,-0.5,3.0,-4.0,-20.1,4.3,10.3,4.7
COc1ccc(C(=O)Nc2ccc(S(=O)(=O)Nc3onc(C)c3C)cc2)cc1,7.9,-13.7,3.5,0.1,-3.1,4.4,-35.1,3.5,19.4,-0.2
CC(=O)c1c(C)nn(CC(O)COc2ccc3c(c2)CCC3)c1C (centres undefined),1.4,-4.0,9.9,-0.4,11.5,1.1,-24.6,-3.0,28.0,0.1
Cn1c2ccccc2c2n[nH]c(=O)nc21,-4.5,1.4,8.7,-0.4,-3.3,-0.4,-15.1,-0.4,16.4,2.1
O=C(CCS(=O)(=O)Cc1ccccc1)N1CCc2ccccc2C1,-5.9,-1.3,-0.7,0.1,-9.3,0.1,-20.2,-3.6,7.3,0.3
N=c1c2c(n(Cc3ccc(Br)cc3)c3c1CCC3)CCCC2,-25.2,-2.5,u,-0.2,-14.4,-1.3,42.2,18.1,24.3,0.8
C=CCN1C(=O)/C(=C\c2cccs2)C(C(=O)OC)=C1C,-13.3,-7.4,6.3,-1.3,-6.9,-1.3,-14.8,-5.6,9.2,-2.5
O=C(O)c1ccccc1-c1ccccc1C(=O)Nc1ccccc1Br,-1.0,-1.9,3.4,0.8,-5.8,-12.0,-26.8,-0.2,1.9,1.7
Cc1cc(=O)c2cc(Br)ccc2n1CC(=O)NCc1ccccc1,-0.5,-2.9,-0.3,-0.1,-1.8,6.4,-5.8,-0.7,20.4,-2.2
COc1ccc(CNC(=O)CCc2c[nH]c3ccccc23)cc1,24.6,-5.2,-0.9,0.2,24.2,-17.6,9.8,3.1,18.7,-0.5
COc1cc(CNC(=O)C2CC2)ccc1OCc1ccccc1,18.2,4.9,-96.8,2.3,16.0,42.1,-49.9,4.0,-0.7,-2.4
CCCCS(=O)CC(CS(=O)CCCC)OC(=O)c1ccccc1 (centres undefined),17.3,4.5,-26.8,-0.1,5.8,3.8,-20.4,-8.6,24.0,-0.3
O=C(NCc1ccccn1)c1ccc(Cl)c(S(=O)(=O)N2CCOCC2)c1,4.6,-2.8,0.3,0.3,-1.3,0.8,-4.8,-10.8,23.1,1.3
CCn1cc(C(=O)NC(C)C)c(=O)c2cc(F)c(N3CCN(C(=O)c4ccco4)CC3)cc21,-3.0,4.0,7.0,-0.1,-7.6,-21.7,-33.8,-5.8,8.0,1.7
C/C(=N\NC(=S)NCCc1ccccc1)c1cccc(Br)c1,-5.4,20.7,-14.8,-0.9,1.2,-5.0,-7.5,0.0,13.7,-1.1
Cc1ccn2c(=O)nc(SCC(=O)NC3CCCC3)nc2c1,11.7,0.1,-9.4,-0.5,-1.1,-27.0,x,x,44.4,x
CCOc1ccc(C(=O)OCC(=O)Nc2cc(C)on2)cc1OCC,-2.1,-4.1,27.8,0.1,-10.9,0.7,-20.8,-5.5,25.9,-1.9
O=C(c1sccc1Br)N1CCN(Cc2ccc3c(c2)OCO3)CC1,-6.3,-7.8,-3.2,1.2,-4.2,18.3,10.7,5.5,33.0,0.2
C/C(=C\C#N)n1nc(C)cc1N,18.2,-2.9,14.9,0.2,-5.1,1.9,-3.1,7.4,21.1,2.4
COCc1cc(Sc2ccc(Cl)cc2)nc(C)n1,6.7,15.3,26.5,-0.1,-5.0,1.1,-7.3,-6.3,27.5,0.4
COc1cc(SC#N)ccc1N=Cc1c(C)[nH]n(-c2ccc(C)cc2)c1=O,-8.3,9.8,35.7,0.5,-3.5,11.0,-12.6,3.3,9.3,14.5
Cc1ccc(C)n1-c1ccc(C#N)cn1,-7.0,5.9,9.8,-0.7,-7.7,-1.3,-14.6,2.5,33.8,-1.4
O=C(O)/C(=C\c1ccco1)NC(=O)c1ccc(Br)o1,-5.7,-7.1,-8.0,-0.3,-8.1,-1.1,x,x,21.1,x
COc1ccc(C(CNCC(=O)Nc2ccccc2F)N(C)C)cc1 (centres undefined),-0.9,1.5,9.2,-5.1,-9.3,3.7,-18.2,-0.8,12.3,7.5
CCOc1ccc(CCNC(=O)Cn2ncn3nc(-c4ccc(OC)cc4)cc3c2=O)cc1,8.1,-4.5,-53.4,0.4,8.9,7.7,-52.3,-0.3,12.8,-1.3
COC(=O)C[C@H]1c2cc(C(F)(F)F)ccc2S(=O)(=O)N1C(C)(C)C,-9.6,-1.4,1.3,-0.1,-2.5,-1.7,x,x,12.4,x
O=C(NCc1cccs1)c1cc(-c2ccccc2)on1,12.5,-6.0,-111.9,3.8,9.1,8.3,-48.4,3.1,-4.9,-3.1
CC(=O)NC(Nc1nc2c(s1)CCCC2)(C(F)(F)F)C(F)(F)F,26.2,0.3,14.6,-2.9,5.4,5.1,-5.0,-1.1,3.3,-2.1
COCCN(Cc1cc2cc(C)ccc2nc1Cl)C(=O)Nc1ccccc1OC,48.8,-0.6,8.6,-0.6,18.2,2.9,-15.7,-0.7,19.1,2.4
COc1ccc(OC)c(NC(=O)CCNS(=O)(=O)c2ccc3c(c2)c(=O)n(C)c(=O)n3C)c1,1.0,3.6,1.2,0.0,1.0,1.1,-36.4,0.0,4.9,-3.4
CC(=O)c1cc(C#N)c(N2CC(C)OC(C)C2)nc1C (centres undefined),-5.8,4.7,-9.5,-0.1,-5.7,3.8,-17.9,1.5,19.8,-2.8
COC(=O)C1=C(C)NC(=O)/C1=C\c1cccs1,0.2,-5.6,-13.2,0.9,0.2,-1.9,-18.0,0.7,22.6,5.1
CCN(c1cccc(C)c1)S(=O)(=O)c1ccc2c(c1)oc(=O)n2C,-14.1,-0.6,8.3,0.0,3.9,-1.5,-16.4,2.7,15.7,0.3
O=C(CN1CCN(Cc2cccc(F)c2)CC1)Nc1ccccc1F,-8.9,-3.0,-2.2,-1.6,5.2,-0.7,-13.3,2.6,22.4,-0.1
Cc1ccc(C)c(CN2C(=O)CSc3ccc(C(=O)NCC(C)CN4CCC(C)CC4)cc32)c1 (centres undefined),42.2,0.1,-0.1,-0.4,17.4,3.7,-22.1,-0.3,25.6,1.2
COc1ccc(/C=N/Nc2cc(C)nc3ccc(OC)cc23)c(OC)c1,16.2,-3.8,116.6*,-5.1,-6.5,-8.9,-24.9,-1.0,14.8,0.1
COC(=O)c1ccc2c(c1)nc(C)n2CCO,-2.7,-3.4,9.5,-4.4,2.4,-0.5,-12.7,-2.2,13.9,5.8
COc1ccc(/C=C/C(=O)Oc2ccc(/C=N\NC(=O)c3ccc(F)cc3)cc2)cc1,-7.3,-1.2,1.2,-1.0,-2.5,0.7,-4.5,5.4,22.7,2.4
C=CCn1c(NCc2ccccc2OC)nc2ccccc21,6.4,2.8,-32.2,0.3,-4.0,-3.2,-15.5,-0.3,15.0,-0.7
